APEX1 inh – blocks human APE1 abasic DNA cleavage; 350,000 tested, 0.35% active; AID 2517; Potency, µM (doses to about 65.8 µM), for the others: top-dose activity change, negative = inhibition, actives largely listed as inhibitors; P27695; recombinant APE1, TAMRA/BHQ-2 abasic DNA cleavage fluorescence;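 further: potency means the concentration at half of the fitted maximal effect; plate controls were vehicle for no effect and reference inhibitor for full effect; nearly all actives have a fitted effect of over 55% in size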
Target sequence (P27695 whole entry, looked up): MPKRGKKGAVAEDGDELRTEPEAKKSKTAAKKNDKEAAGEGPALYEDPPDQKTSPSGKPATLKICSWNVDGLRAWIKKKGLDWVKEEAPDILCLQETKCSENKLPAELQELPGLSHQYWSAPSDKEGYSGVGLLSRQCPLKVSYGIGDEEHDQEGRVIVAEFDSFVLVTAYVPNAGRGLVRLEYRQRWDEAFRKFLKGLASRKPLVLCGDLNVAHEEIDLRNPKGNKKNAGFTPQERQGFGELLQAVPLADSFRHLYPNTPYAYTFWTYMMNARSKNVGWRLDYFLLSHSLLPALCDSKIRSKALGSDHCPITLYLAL
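APE1 at 0.75 nM preincubated 15 min at room temperature with compound. Reaction then started with 50 nM double-stranded THF-abasic substrate labelled with TAMRA/BHQ-2, and 525/598 nm fluorescence read kinetically. Activity taken as third-minus-first read difference, normalized to DMSO and NSC13755 controls.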
RXFP1 antag – antagonists of human relaxin receptor RXFP1 | activity change, negative = inhibition, % at 57.5 µM | 350,000 tested, 0.59% active | HEK293-RXFP1, relaxin-stimulated cAMP HTRF, 30 min; stronger effect = lower value;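 active means activity change of -60% or lower, but not beyond a set lower limit; inconclusive means change between -60% and -40%, or beyond the set limit; inactive means change above -40%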; further: on the % scale 0 is the no-effect control and ±100 the full control effect
PGK inhibitor – inhibitors of T. brucei phosphoglycerate kinase | PGK/GAPDH coupled, Kinase-Glo luminescence, 60 min | Potency, µM (titrated, usually from 57.5 µM), for inactives: at the highest dose activity change, negative = inhibition, actives largely listed as inhibitors | 380,000 tested, 0.043% active | AID 602233; further: potency means the concentration at half of the fitted maximal effect; on the % scale 0 is the no-effect control and ±100 the full control effect; nearly all actives have a fitted effect of over 60% in size
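Luminescent ATP detection (Kinase-Glo Plus) follows a 60-minute room-temperature incubation, with wells lacking PGK as controls. Buffer: 100 mM TEA (pH 7.6), 5 mM MgCl2, 0.01% Tween-20. Coupling enzyme GAPDH (100 nM final) supplies unstable 1,3-BPG in-well.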
Pol kappa inh – inhibitors of human DNA polymerase kappa | AID 588579 | Potency, µM (series often up to 107 µM), without a hit: at the highest dose activity, negative = inhibition, most hits filed as inhibitors | Q9UBT6 | purified Pol kappa, fluorescent DNA synthesis assay, 10 min | 400,000 tested, 0.53% active; further: potency means the concentration at half of the fitted maximal effect; on the % scale 0 is the no-effect control and ±100 the full control effect
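First, compounds were pin-transferred onto 10 nM Pol kappa. After 15 min at room temperature, substrate was added to 50 nM final. Fluorescence was then measured kinetically at 0 and 10 min.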
Pol iota inh – inhibitors of human DNA polymerase iota; Potency, µM (highest dose often 115 µM), without a hit: at the highest dose activity, negative = inhibition, usual class: inhibitors; Pol iota fluorescent replication assay, 10 min; 390,000 tested, 1% active; further: potency means the concentration at half of the fitted maximal effect
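Fluorescent replication assay read twice, at 0 min and 10 min after adding 50 nM (final) substrate. Enzyme (10 nM) and compounds were first incubated 15 min at room temperature; enzyme-free buffer wells were negative controls.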
POLB inh – inhibitors of human DNA polymerase beta | Pol beta primer extension/strand displacement, fluorescence kinetic | Potency, µM (titrated, usually from 114 µM), inactives show top-dose activity change, negative = inhibition, hits mostly inhibitors | 340,000 tested, 1.3% active | AID 485314; further: potency means the concentration at half of the fitted maximal effect; on the % scale 0 is the no-effect control and ±100 the full control effect
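Homogeneous kinetic assay of primer extension and strand displacement by 10 nM Pol beta, preincubated 15 min at room temperature with compound before 50 nM substrate (final) was added. Read at 0 and 10 min; four-parameter Hill fit.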
BLM inh – Bloom syndrome helicase (human) inhibition | recombinant BLM DNA unwinding, fluorescence dequenching | 350,000 tested, 0.2% active | AID 2528 | P54132 | Potency, µM (doses to about 56.1 µM), without a hit: at the highest dose activity change, negative = inhibition, most hits filed as inhibitors;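 further: potency means the concentration at half of the fitted maximal effect; plate controls were vehicle for no effect and no enzyme for full effect; nearly all actives have a fitted effect of over 35% in size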
Anesthetic bind – binds horse apoferritin like a general anesthetic; Potency, µM (titrated, usually from 77.5 µM), for the others: at the top dose activity change, negative = displacement, actives largely listed as inhibitors; apoferritin/1-aminoanthracene competitive binding, fluorescence; 350,000 tested, 0.074% active; P02791; further: potency means the concentration at half of the fitted maximal effect; on the % scale 0 is the no-effect control and ±100 the full control effect; nearly all actives have a fitted effect of over 20% in size
Target sequence (P02791 2-175 limits assumed): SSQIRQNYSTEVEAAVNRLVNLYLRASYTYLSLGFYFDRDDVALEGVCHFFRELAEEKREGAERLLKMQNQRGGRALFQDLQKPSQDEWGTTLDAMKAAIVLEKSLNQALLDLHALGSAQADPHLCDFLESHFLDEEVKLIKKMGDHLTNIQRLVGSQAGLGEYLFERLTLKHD
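In PBS, apoferritin at 10 uM is loaded with 1-AMA from a 50% saturated solution. After 10 min of compound exposure at ambient temperature, reduced 535 nm fluorescence indicates probe displacement.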
POLH inh – DNA polymerase eta (human) inhibition; Q9Y253; 390,000 tested, 1.2% active; Potency, µM (top dose mostly 114 µM), for inactives: top-dose activity change, negative = inhibition, hits mostly inhibitors; recombinant Pol eta, fluorescent DNA replication assay; further: potency means the concentration at half of the fitted maximal effect; on the % scale 0 is the no-effect control and ±100 the full control effect
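Pol eta at 10 nM preincubated with compounds 15 min at room temperature; reaction started with fluorescent substrate (50 nM final) and read kinetically at 0 and 10 min.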
* = called active by the depositor; i = inactive; ? = inconclusive; / = no result given; & = joins results of further samples; [ ] = remark or other dose. Unless noted, the call rests on the fitted dose curve; in most records, active means well fitted curve in the direction sought with a large enough effect; inconclusive means small, poorly fitted or top-dose-only effect, or another doubt; inactive means no such curve, though single readings can be large; an effect the other way counts as inactive or inconclusive. A portion of the library; count on the stated rates, not on these rows.

#	SMILES	POLH inh	Pol kappa inh	Pol iota inh	BLM inh	RXFP1 antag	POLB inh	PGK inhibitor	APEX1 inh	Anesthetic bind
1	COc1ccc(Nc2nc(NCCCN3CCOCC3)nc(N)c2[N+](=O)[O-])cc1	-24%	-6%	30%	19%	-20	?	-7%	-4%	0%
2	CC(C)C[C@@H](CNCC(=O)[C@H](Cc1c[nH]c2ccccc12)NC(=O)c1[nH]cnc1C(=O)N[C@H](CN)CC(C)C)NC(=O)c1nc[nH]c1C(=O)N[C@@H](CC(=O)O)C(=O)O	50µM*	?	?	/	/	/	1%	/	/
3	COc1ccc(-c2cn(-c3ccccc3)c(=S)[nH]2)cc1OC	-5%	-6%	2%	-4%	-6	-2%	-9%	23%	-2%
4	Cc1ccc(NC(=O)COC(=O)c2cccnc2)c(C)c1	0%	6%	13%	1%	6	8%	-10%	-3%	-4%
5	Cc1cc(C)c(-c2csc(NC(=O)C3=COCCO3)n2)cc1C	?	-8%	4%	/	-17	/	i	-18%	/
6	Cc1ccc(S(=O)(=O)NNC(=O)c2sc3nc(C)cc(C)c3c2-n2cccc2)cc1	-3%	6%	-11%	-2%	-17	-13%	-2%	4%	?
7	COC(=O)c1sc(NC(=O)CN2CCN(c3cccc(Cl)c3)CC2)c(C(=O)OC)c1C	-22%	1%	34%[activator]	/	3	/	-1%	/	/
8	COc1ccccc1Nc1nc(-c2sc(N)nc2C)cs1	-11%	-2%	31%[activator]	-5%	1	9%	i	21%	?
9	CC(c1ccccn1)C(C)(O)C(C)c1ccccn1 (stereo not given)	-6%	-4%	110%[activator]	/	0	/	i	/	/
10	CC(C)C1NCCc2c1sc1ccccc21 (stereo not given)	-23%	-8%	119%[activator]	/	-5	/	4%	/	/
11	NC(=O)CC(NC(=O)c1cccc(Br)c1)c1ccc(N2CCC(N3CCCC3)CC2)c([N+](=O)[O-])c1 (stereo not given)	-12%	6%	8%	-2%	/	36%	0%	-5%	-2%
12	CCN1C(=O)[C@H]2[C@@H](c3ccc(-c4ccc(Cl)c(Cl)c4)cc3)N3CCCC[C@@]3(C(=O)OC)[C@H]2C1=O	-10%	-5%	1%	/	/	/	1%	54%[activator]	/
13	COc1ccc(CCNC(=O)CN(c2ccc(OC)c(OC)c2)S(C)(=O)=O)cc1OC	-10%	3%	-4%	-3%	6	-2%	-6%	5%	0%
14	CSc1ccc(NC(=O)C(C)N2CCN(C)CC2)cc1 (stereo not given)	-3%	-10%	16%	-2%	2	0%	-2%	27%	0%
15	COc1ccccc1C(=O)Nc1ccc(-c2nnn(CC(=O)N3CCN(C(=O)c4ccco4)CC3)n2)cc1	-18%	-5%	77%[activator]	0%	10	-1%	i	-2%	-13%
16	CCC(C)(C)NC(=O)CN(Cc1cccs1)C(=O)CCC(=O)Nc1nccs1	2%	-3%	21%	-7%	6	5%	-8%	-2%	-13%
17	Cc1nc2ccccc2n1/N=C/c1ccc([N+](=O)[O-])o1	-2%	-16%[60.1 µM]	?	/	2	/	0%	/	/
18	Cc1ccc(N(O)C(C)(C)C)cc1	-17%	-11%	13%	/	-9	/	0%	/	/
19	O=S(=O)(Nc1cccc(-c2cn3cccnc3n2)c1)c1ccc(F)cc1	-7%	-6%	6%	1%	/	-1%	1%	-1%	-6%
20	O=C(NCC1CCCN1S(=O)(=O)c1cccs1)C(=O)Nc1ccc(F)cc1F (stereo not given)	-2%	3%	17%	/	3	/	8%	-10%	/
21	CCCN1CCN(C(=S)Nc2ccc(S(N)(=O)=O)cc2)CC1	-12%	-17%	53%[activator]	0%	13	1%	-3%	-6%	3%
22	Cc1ncc(CO)c2c1Oc1nc(-c3ccc(F)cc3)nc(SCC(=O)N3CCCCC3)c1C2	6%	-2%	-5%	4%	-25	31%	-6%	/	1%
23	Cc1cccc(Nc2nnc(SC3CCOC3=O)s2)c1C (stereo not given)	-9%	0%	26%	1%	-6	2%	-9%	13%	-13%
24	CC(C)Cn1c(CN2CCCCC2C)nc2c1c(=O)n(C)c(=O)n2C (stereo not given)	-15%	-5%	16%	2%	3	-10%	-9%	1%	2%
25	CCOC(=O)c1ccc(NC(=O)C(CC)Sc2nc3ccncc3[nH]2)cc1 (stereo not given)	-14%	0%	-15%	-3%	-21	11%	0%	/	-6%
26	CCOC(=O)C(=O)Nc1ccc(S(=O)(=O)Nc2nccs2)cc1	-3%	9%	28%	2%	2	-19%	-8%	4%	-10%
27	CCOC(=O)C1OC1C(=O)N[C@@H](CC(C)C)C(=O)NCCC(C)C (stereo not given in full)	/	19%[60.1 µM]	/	-2%	/	/	/	1%	-1%
28	CS(=O)(=O)c1ccc(Oc2ccc(-c3nnco3)cc2)c([N+](=O)[O-])c1	-14%	7%	-7%	3%	-4	14%	-12%	3%	-4%
29	Cc1ccc(-c2cccc(C3CC=CC4C3C(=O)N(Cc3ccccc3)C4c3ccc(C(F)(F)F)cc3)c2)cc1 (stereo not given)	-14%	-20%&-9%	0%&-2%	-4%&-4%	/	-11%	0%	-6%&0%	-9%&-4%
30	COc1ccc(CCNC(=O)CSc2ccc(-c3cccs3)nn2)cc1OC	3%	-16%	93%[activator]	2%	-7	-1%	1%	-1%	-11%

Ordered by heavy-atom count (lowest first): 7 of the compounds above
#	SMILES	POLH inh	Pol kappa inh	Pol iota inh	BLM inh	RXFP1 antag	POLB inh	PGK inhibitor	APEX1 inh	Anesthetic bind
23	Cc1cccc(Nc2nnc(SC3CCOC3=O)s2)c1C (stereo not given)	-9%	0%	26%	1%	-6	2%	-9%	13%	-13%
26	CCOC(=O)C(=O)Nc1ccc(S(=O)(=O)Nc2nccs2)cc1	-3%	9%	28%	2%	2	-19%	-8%	4%	-10%
27	CCOC(=O)C1OC1C(=O)N[C@@H](CC(C)C)C(=O)NCCC(C)C (stereo not given in full)	/	19%[60.1 µM]	/	-2%	/	/	/	1%	-1%
24	CC(C)Cn1c(CN2CCCCC2C)nc2c1c(=O)n(C)c(=O)n2C (stereo not given)	-15%	-5%	16%	2%	3	-10%	-9%	1%	2%
25	CCOC(=O)c1ccc(NC(=O)C(CC)Sc2nc3ccncc3[nH]2)cc1 (stereo not given)	-14%	0%	-15%	-3%	-21	11%	0%	/	-6%
22	Cc1ncc(CO)c2c1Oc1nc(-c3ccc(F)cc3)nc(SCC(=O)N3CCCCC3)c1C2	6%	-2%	-5%	4%	-25	31%	-6%	/	1%
29	Cc1ccc(-c2cccc(C3CC=CC4C3C(=O)N(Cc3ccccc3)C4c3ccc(C(F)(F)F)cc3)c2)cc1 (stereo not given)	-14%	-20%&-9%	0%&-2%	-4%&-4%	/	-11%	0%	-6%&0%	-9%&-4%

The list continues:
#	SMILES	POLH inh	Pol kappa inh	Pol iota inh	BLM inh	RXFP1 antag	POLB inh	PGK inhibitor	APEX1 inh	Anesthetic bind
31	Cc1ccc(OCc2nc(-c3ccccn3)n[nH]2)cc1	-10%	-2%	0%	0%	-7	27%	-2%	25%	-23%
32	COC/C=C/C1=CC2=CC(=O)C(C)(OC(=O)CCC(=O)OC)C(=O)C2=CO1 (stereo not given)	/	/	/	2%&-12%	/	40µM*	/	?	-12%
33	O=C(C1CCN(S(=O)(=O)c2ccc(Cl)s2)CC1)N1CCN(c2ccccc2)CC1	-5%	-9%	12%	/	-5	/	-3%	/	/
34	O=c1[nH]ncc2c3ccccc3n(Cc3ccc(F)cc3)c12	-16%	-7%	3%	1%	-5	2%	-9%	-6%	?
35	CCOc1ccc(-c2cn(S(=O)(=O)c3cccc4nsnc34)nc2N)cc1	-13%	-5%	-11%	-7%	-7	-10%	i	-5%	7%
36	CC(C)Oc1ccccc1C1(c2ccccc2)NC(=O)NC1=O (stereo not given)	-17%	-2%	-20%	-14%	-2	-1%	-10%	22%	?
37	CCCS(=O)(=O)N1CC(=O)N(c2ccccc2F)C(C)(C(=O)NC2CCCCCC2)C1 (stereo not given)	13%	7%	16%	-2%	-2	34%	-9%	/	0%
38	CCOC(=O)CCN1C(=O)c2ccccc2Sc2ncccc21	1%	-5%	84%[activator]	-1%	0	0%	-11%	5%	-4%
39	Cc1cccc(C)c1NC(=O)C1CCCN1C(=O)Nc1cccc(F)c1 (stereo not given)	-16%	-4%	6%	-2%	-8	29%	-19%	60%[activator]	-2%
40	COC(=O)c1cc(OC)c(OC)cc1NC(=S)N1CCN(c2ccccn2)CC1	-15%	-16%	69%[activator]	-3%	-17	-4%	-4%	-4%	-10%
41	CCOC(=O)c1c(C)oc2nc(C)nc(NCC3CCN(Cc4ccc(C)cc4)CC3)c12	7%	2%	-14%	-11%	-15	29%	-12%	/	8%
42	O=C(N/N=C/c1cccnc1)C(=O)N1CCCCCC1	-17%	-1%	-2%[58.9 µM]	-2%	-3	3%	-2%	-5%	0%
43	CCCS(=O)(=O)c1c(S(=O)(=O)CCC)c2cc(-c3ccncc3)ccn2c1C(=O)OC	-12%	-2%	123%[activator]	-2%	5	2%	0%	2%	9%
44	CCSc1ccccc1C(=O)NCc1ccc(OC)cc1	-12%	-3%	28%	-2%	16	-3%	-3%	2%	-8%
45	CCN(CC)C(CNC(=O)CSc1nnnn1-c1cccc(F)c1)c1ccco1 (stereo not given)	-2%	-22%	?	/	6	/	-9%	-17%	/
46	O=C(Nc1cccc(Cl)c1)c1ccc2c(c1)OCCO2	-4%	2%	33%[activator]	-7%	18	15%	-9%	36%	3%

Screens deposited in PubChem by National Center for Advancing Translational Sciences (NCATS).
